# ANO1 block: TMEM16A chloride channel inhibitors, primary screen, cell-based, HTS; Anoctamin-1 (Mus musculus), Q8BHY3; HEK293 TMEM16A/YFP iodide influx fluorescence, ionomycin; normalized B-score (activity score, 25-100; higher = stronger inhibition) at 10 µM; hit rate 1.2% among 310,000; AID 588511, 2011;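 active = ratio plate-corrected score three or more library SD toward inhibition, starting fluorescence score within five deviations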;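 note: score derived from kinetic fluorescence span divided by baseline fluorescence per well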
# RGS4 inh: RGS4 inhibitors, primary screen, cell-based, HEK293 M3R inducible RGS4, calcium flux; Regulator of G-protein signaling 4 (Homo sapiens), P49798; Fluo-4 calcium flux; active compounds read high; triggered by carbachol at its EC20; B-score at 10 µM; hit rate 0.45% among 310,000; AID 463165, 2010;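 active = B-score, a plate-corrected calcium signal, over three deviations above library mean, with baseline fluorescence within five deviations of library mean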;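 note: RGS4 expression induced by doxycycline in cells with stable M3 receptor; B-score is computed from the integrated fluorescence ratio over baseline after carbachol; higher B-score means a larger calcium signal and so more RGS4 inhibition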
# Target sequence (P49798 whole entry, looked up): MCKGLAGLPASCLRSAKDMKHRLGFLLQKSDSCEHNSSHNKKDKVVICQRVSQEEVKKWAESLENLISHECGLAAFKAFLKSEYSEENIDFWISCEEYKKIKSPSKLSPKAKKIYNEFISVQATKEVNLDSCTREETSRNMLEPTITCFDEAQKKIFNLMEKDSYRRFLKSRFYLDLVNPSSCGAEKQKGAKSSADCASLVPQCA
# MrgX1 PAM: positive allosteric modulators of MrgX1, primary screen, HEK293 cells, Fluo-4 calcium flux; Mas-related G-protein coupled receptor member X1 (Homo sapiens), Q96LB2; FDSS; active compounds read high; B-score at 10 µM; hit rate 0.63% among 310,000;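 active = plate-corrected calcium response at least 3 library SD above typical, normal starting fluorescence, not activating the receptor alone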;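 note: compound read alongside a low EC10 to EC30 dose of BAM8-22 agonist; peak minus trough fluorescence over baseline measured at the second addition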
# TRPC4 inh: inhibitors of mouse TRPC4 channel, primary screen, Fluo4 calcium, HEK293 TRPC4beta/mu-opioid cells; DAMGO-evoked Fluo4 calcium flux; active compounds read low; B-score at 10 µM; hit rate 0.39% among 300,000;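 active = B-score over 3 SD under the library average, no early fluorescence shift, positive overall ratio signal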
#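 Assay system – HEK293 line stably carrying TRPC4beta and mu-opioid receptor · Doses – single dose · Detection – Fluo4 calcium-dye fluorescence, kinetic read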
# TRPC4 agonist: activators of mouse TRPC4 channel, primary screen, Fluo4 calcium, HEK293 TRPC4beta/mu-opioid cells | Short transient receptor potential channel 4 (Mus musculus), Q9QUQ5 | Fluo4 calcium fluorescence; active compounds read high | B-score at 10 µM | hit rate 0.49% among 310,000 | AID 2237, 2010;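 active = B-score above 5 SD of library B-scores, and initial fluorescence ratio not above library mean plus 5 SD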;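 note: positive B-score marks a calcium rise read as TRPC4 activation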
#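 Material: HEK293 stable line with TRPC4beta plus mu-opioid receptor; technique: Fluo4 calcium-sensitive dye fluorescence, kinetic, 1 Hz baseline; timing: Fluo4 dye loading 45 min at room temperature, 110 s recording; controls: assay buffer as low control, maximal DAMGO as high control; read-out: integrated baseline-normalised fluorescence ratio, converted to per-well B score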
# ANO1 activ: TMEM16A chloride channel activators or potentiators, primary screen, cell-based, HTS. Anoctamin-1 (Mus musculus), Q8BHY3. HEK293 TMEM16A/YFP-H148Q/I152L, iodide quench fluorescence; active compounds read low. B-score at 10 µM. hit rate 0.3% among 340,000;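 active = fluorescence-ratio B-score plate-corrected deviation score at least 3 library SD below zero, with starting fluorescence score within 5 deviations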;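 note: channel opened by trigger with iodide after compound preincubation; score built on the fluorescence ratio of max minus min over baseline; more negative score means more quench and so TMEM16A activation or potentiation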
# TRPC6 activator: mouse TRPC6 channel activators, primary screen, cell-based, HEK293, membrane potential dye | AID 2550, 2010 | B-score at 10 µM | hit rate 0.13% among 310,000 | HEK293-TRPC6 membrane potential dye fluorescence; active compounds read high;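 active = B-score of the integrated fluorescence ratio above library mean plus 3 SD, and starting fluorescence ratio within library mean plus 5 SD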;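 note: higher score means more depolarization so channel activation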
# Target sequence (Q61143 whole entry, looked up): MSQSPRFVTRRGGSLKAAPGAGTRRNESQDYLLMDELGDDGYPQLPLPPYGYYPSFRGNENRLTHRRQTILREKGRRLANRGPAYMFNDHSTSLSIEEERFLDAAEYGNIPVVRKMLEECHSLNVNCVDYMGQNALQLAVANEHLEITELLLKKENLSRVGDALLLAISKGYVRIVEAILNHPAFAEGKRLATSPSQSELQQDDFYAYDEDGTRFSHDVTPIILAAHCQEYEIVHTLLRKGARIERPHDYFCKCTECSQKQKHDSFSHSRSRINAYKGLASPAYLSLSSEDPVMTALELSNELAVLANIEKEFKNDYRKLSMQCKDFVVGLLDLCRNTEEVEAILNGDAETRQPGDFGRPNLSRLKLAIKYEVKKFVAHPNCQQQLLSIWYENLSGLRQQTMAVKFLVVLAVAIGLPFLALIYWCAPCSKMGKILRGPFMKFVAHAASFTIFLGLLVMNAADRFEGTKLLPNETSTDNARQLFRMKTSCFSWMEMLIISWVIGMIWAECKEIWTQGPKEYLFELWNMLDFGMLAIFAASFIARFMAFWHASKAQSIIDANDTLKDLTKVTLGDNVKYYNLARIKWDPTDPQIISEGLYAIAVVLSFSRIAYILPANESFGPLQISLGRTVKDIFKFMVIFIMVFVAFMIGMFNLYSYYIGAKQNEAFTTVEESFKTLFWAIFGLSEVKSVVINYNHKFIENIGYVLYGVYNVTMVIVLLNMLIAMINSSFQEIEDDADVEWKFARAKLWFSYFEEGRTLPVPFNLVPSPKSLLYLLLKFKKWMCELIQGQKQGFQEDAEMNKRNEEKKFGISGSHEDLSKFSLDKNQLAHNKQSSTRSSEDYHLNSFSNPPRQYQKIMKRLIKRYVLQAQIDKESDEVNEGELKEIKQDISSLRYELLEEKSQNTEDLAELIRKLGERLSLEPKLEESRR
# TRPC6 inhibitor: mouse TRPC6 channel inhibitors, primary screen, cell-based, HEK293, membrane potential dye; hit rate 1.1% among 310,000; ACh-evoked depolarization; active compounds read low; B-score at 10 µM; Short transient receptor potential channel 6 (Mus musculus), Q61143; AID 2553, 2010;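 active = B-score under library mean minus 3 SD, initial fluorescence not abnormally high, positive integrated signal ratio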;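 note: B-score derived from integrated fluorescence ratio over the kinetic read; more negative B-score means stronger inhibition of depolarization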
# TRPC4 potent: positive allosteric modulators of TRPC4, primary screen, cell-based, mouse TRPC4beta, HEK293 mu-opioid, Fluo-4 calcium. DAMGO EC20, Fluo-4 Ca2+ flux; active compounds read high. hit rate 0.42% among 310,000. Short transient receptor potential channel 4 (Mus musculus), Q9QUQ5. B-score at 10 µM. AID 2227, 2009;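 active = B-score of calcium response area above 5 SD of library B-scores, with initial fluorescence ratio within 5 SD of library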;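 note: B-score of integrated fluorescence ratio over time as area under calcium response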
# MrgX1 antag: antagonists of human MrgX1 receptor, primary screen, HEK293 cells, Fluo-4 calcium flux | AID 588676, 2011 | B-score at 10 µM | BAM8-22 antagonism; active compounds read low | Mas-related G-protein coupled receptor member X1 (Homo sapiens), Q96LB2 | hit rate 1.3% among 310,000;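 active = calcium-response B-score plate-corrected more than 3 library SD below zero, starting fluorescence within 5 deviations, no agonist response on first addition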;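 note: peak minus trough fluorescence over baseline after final BAM8-22 challenge near maximal dose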
# MrgX1 agonist: agonists of human MrgX1 receptor, primary screen, HEK293 cells, Fluo-4 calcium flux | hit rate 0.44% among 310,000 | Fluo-4 calcium fluorescence, agonist mode; active compounds read high | B-score at 10 µM | Mas-related G-protein coupled receptor member X1 (Homo sapiens), Q96LB2;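 active = calcium response B-score plate-corrected fluorescence ratio at least 3 library SD, with starting fluorescence B-score inside 5 SD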
#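 Assay system: MrgX1-expressing HEK293 cells / Amount: fifteen thousand cells per well / Doses: test compound in the initial addition of three / Timing: cells plated overnight, dye loaded 0.5 h 37 °C, 0.5 h room temperature / Technique: kinetic calcium dye fluorescence, Fluo-4 NW / Control set: positive and negative controls per plate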
# An asterisk follows results filed as active; i = inactive.
SMILES,ANO1 block,RGS4 inh,MrgX1 PAM,TRPC4 inh,TRPC4 agonist,ANO1 activ,TRPC6 activator,TRPC6 inhibitor,TRPC4 potent,MrgX1 antag,MrgX1 agonist
O=C(CCn1c(=O)[nH]c2ccsc2c1=O)N1CC(=O)N(CCc2ccccc2)C(=O)C1,i,i,i,i,i,i,i,i,i,i,i
CC(C)(C)n1nc2c(c1NC(=O)Cc1ccc([N+](=O)[O-])cc1)CS(=O)(=O)C2,i,i,i,i,i,i,i,i,i,i,i
O=C(CCSc1ccccc1)NNC(=O)c1ccccc1F,i,i,i,i,i,i,i,i,i,i,i
Cc1ccc(-c2nnn(Cc3nc(N)nc(N4CCOCC4)n3)n2)cc1,i,i,i,i,i,i,i,i,i,i,i
COc1ccc(NC(=O)C2CCC(=O)N2)cc1 (configuration not stated),i,i,i,i,i,i,i,i,i,i,i
Cc1ccc(C)c(C(=O)CCC(=O)Nc2cccnc2)c1,i,i,i,i,i,i,i,i,i,i,i
O=C(O)c1cccc(Cn2c(Cl)c(/C=N/NC(=O)c3ccccc3O)sc2=O)c1,i,i,i,i,i,i,i,i,i,i,i
Cc1nn(-c2ccccc2)c(Cl)c1/C=N/NC(=O)c1ccncc1,i,i,i,i,i,i,i,i,i,i,i
O=[N+]([O-])c1ccc(C2OCCO2)cc1CS(=O)(=O)c1ccccc1,i,i,i,i,i,i,i,i,i,i,i
CCOc1ccc(-c2nnc3ccc(SCc4ccc(C(=O)OC)o4)nn23)cc1,i,i,i,i,i,i,i,i,i,i,i
O=S(=O)(Cc1ccc(Cl)cc1)N1CCCCCC1,i,i,i,i,i,i,i,i,i,i,i
CCCN1CCN(CCCNC(=O)CN2C(=O)c3cccnc3Oc3ccc(C)cc32)CC1,i,i,i,i,i,i,i,i,i,i,i
Nc1c(-c2ccccc2Cl)cnn1-c1cccc([N+](=O)[O-])c1,i,i,i,i,i,i,i,i,i,i,i
COc1ccc(N2CCN(CCCNC(=O)C3CCC(CNc4nc(=S)[nH]c5ccccc45)CC3)CC2)cc1 (configuration not stated),i,i,i,i,i,i,i,i,i,i,i
CCOc1ccc(C(=O)OCC(=O)NC2CCCC2)cc1OCC,i,i,i,i,i,i,i,i,i,i,i
CCOc1cc(NS(=O)(=O)c2ccc(OC)cc2)c(OCC)cc1NC(=O)c1ccco1,i,i,i,i,i,i,i,i,i,i,i
Cc1noc(C)c1CSc1ccccc1C(=O)O,i,i,i,i,i,i,i,i,i,i,i
COc1ccc(CN(CC2CCC(C(=O)O)CC2)C(=S)Nc2ccccc2C)cc1 (configuration not stated),i,i,i,i,i,i,i,i,i,i,i
COc1cccc(/C=N/Nc2ccc([N+](=O)[O-])cn2)c1O,i,i,i,i,i,i,i,i,i,i,i
Cc1ccc(C)c2[nH]c(=O)c(CCNC(=O)c3ccc4c(c3)OCO4)cc12,i,i,i,i,i,i,i,i,i,i,i
COCCNC(=O)C1CC2Cn3c(nc4cc(Cl)c(Cl)cc43)C2N1C (configuration not stated),i,i,i,i,i,i,i,i,i,-5.5*,i
CC(=O)N(CCO)Cc1cc2cc(C)cc(C)c2[nH]c1=O,i,i,i,i,i,i,i,i,i,i,i
Cc1ccsc1C(=O)N1CCCC(CCC(=O)NCc2ccc(F)c(F)c2)C1 (configuration not stated),i,i,i,i,i,i,i,i,i,i,i
NC(=O)COC(=O)c1cccc(S(=O)(=O)N2CCCCC2)c1,i,i,11*,i,i,i,i,i,i,i,i
Cc1ccc(OCC(=O)N2CCCCCCC2)cc1,i,i,i,i,i,i,i,i,i,i,i
# (cont.)
SMILES,ANO1 block,RGS4 inh,MrgX1 PAM,TRPC4 inh,TRPC4 agonist,ANO1 activ,TRPC6 activator,TRPC6 inhibitor,TRPC4 potent,MrgX1 antag,MrgX1 agonist
CC(=O)N1CCN(Cc2cc(=O)n3cc(Cl)c(C)c(Cl)c3n2)CC1,i,i,i,i,i,i,i,i,i,i,i
CCOC(=O)C1CCCN(CC(O)COc2ccccc2C(C)=O)C1 (configuration not stated),i,i,i,i,i,i,i,i,i,i,i
C=CCNC(=O)/C(=C\c1ccc([N+](=O)[O-])cc1)NC(C)=O,i,i,i,i,i,i,i,i,i,i,i
Cc1cccc(N=Cc2cc3c(cc2[N+](=O)[O-])OCO3)c1,i,i,i,i,i,i,i,i,i,i,i
N#Cc1c(NC(=O)CSc2nc(N)cc(=O)[nH]2)sc2c1CCCC2,i,i,i,i,i,i,i,i,i,i,i
Cc1ccc(NC(=O)COC(=O)c2ccc(=O)n(Cc3ccccc3)n2)cc1F,i,i,i,i,i,i,i,i,i,i,i
CC(=O)Nc1ccc(S(=O)(=O)NCCc2cn3nc(C)c(C)nc3n2)cc1,i,i,i,i,i,i,i,i,i,i,i
CCOCCn1c(=O)c2c(nc3n2CCN3c2ccc(CC)cc2)n(C)c1=O,i,i,i,i,i,i,i,i,i,i,i
CN(Cc1ccccc1)C(=O)c1ccc(NC2=NC3CS(=O)(=O)CC3S2)cc1 (configuration not stated),i,i,i,i,i,i,i,i,i,i,i
COc1ccccc1N1CCN(CC(=O)Nc2c(C)n(C)n(-c3ccccc3)c2=O)CC1,i,i,i,i,i,i,i,i,i,i,i
COc1cccc(/C=N/NC(=O)CCn2nnc3ccccc32)c1,i,i,i,i,i,i,i,i,i,i,i
NC(=O)CC(NC(=O)c1ccc(Br)cc1)c1ccc(NC2CCCCCC2)c([N+](=O)[O-])c1 (configuration not stated),i,i,i,i,i,i,i,i,i,i,i
CCC(=O)Nc1ccc(-c2cc3ccccc3oc2=O)cc1,i,i,i,i,i,i,i,i,i,i,i
O=C(Nc1sc2c(c1C(=O)O)CCCCC2)c1cccs1,i,i,i,i,i,i,i,i,i,i,i
COc1ccc(CN(C(=O)CSc2nnc(-c3ccc(OC)c(OC)c3)o2)c2ccc(F)cc2)cc1,i,i,i,i,i,i,i,i,i,i,i
CC1CC(C)CN(C(=O)C(C)N(C)CC(=O)Nc2ccccc2Cl)C1 (configuration not stated),i,i,i,i,i,i,i,i,i,i,i
COc1cccc(C(O)c2cnc(C(C)C)n2C)c1 (configuration not stated),i,i,i,i,i,i,i,i,i,i,i
O=C(NCCc1nc2ccccc2[nH]1)c1ccc(Br)o1,i,i,i,i,i,i,i,i,i,i,i
COC(=O)[C@H](C)NC(=O)NCCC1=CCCCC1,i,i,i,i,i,i,i,i,i,i,i
Cc1ccc(OCCC(=O)OCC(=O)NC(=O)c2ccccc2)cc1,i,i,i,i,i,i,i,i,i,i,i
CN(CC(=O)Nc1ccc(Cl)cc1)C(=O)c1ccc(S(=O)(=O)Nc2ccccc2)cc1,i,i,i,i,i,i,i,i,i,i,i
O=C(O)/C(=C\c1ccc(Br)cc1)NC(=O)c1cccs1,i,i,i,i,i,i,i,i,i,i,i
S=C(NCCc1ccc(Cl)cc1)NC1CCCCC1,i,i,i,i,i,i,i,i,i,i,i
COC(=O)c1c(NC(=S)Nc2ccc(CC(=O)O)cc2)sc(C)c1C,i,i,i,i,i,i,i,i,i,i,i
CCOCCCNC(=O)CCNC(=O)c1cc(OC)c(OC)c(OC)c1,i,i,i,i,i,i,i,i,i,i,i
# Further compounds follow:
SMILES,ANO1 block,RGS4 inh,MrgX1 PAM,TRPC4 inh,TRPC4 agonist,ANO1 activ,TRPC6 activator,TRPC6 inhibitor,TRPC4 potent,MrgX1 antag,MrgX1 agonist
Cc1ccc(C(=O)NCc2ccccn2)cc1Cl,i,i,i,i,i,i,i,i,10*,i,i
CCc1ccc(NC(=O)[C@H](C)NC(=O)C2CCN(C(=O)[C@@H](N)Cc3ccccc3)CC2)cc1,i,i,i,i,i,i,i,i,i,i,i
COc1ccccc1C(=O)Nc1ccc(S(=O)(=O)N2CCCCC2)cc1,i,i,i,i,i,i,i,i,i,i,i
Cc1ccc2oc(=O)c3cnn(CC(=O)N4CCN(c5ccccc5)CC4)c3c2c1,i,i,i,i,i,i,i,i,i,i,i
Clc1ccc(-c2nc(NCCCN3CCOCC3)c3ccccc3n2)cc1,i,i,i,i,i,i,i,-6.7*,i,i,i
COc1ccccc1NC(=O)NC1CCS(=O)(=O)C1 (configuration not stated),i,i,i,i,i,i,i,i,i,i,i
COc1ccccc1C(=O)NCC(=O)NC1CCCc2ccccc21 (configuration not stated),i,i,i,i,i,i,i,i,i,i,i
c1cc2c(cc1C1CCCN1)OCCCO2 (configuration not stated),i,i,i,i,i,i,i,i,i,i,i
CCCCN(C)CCCNC(=O)CN1C(=O)CSc2ccc(S(=O)(=O)N3CCOCC3)cc21,i,i,i,i,i,i,i,i,i,i,i
Cn1cc(Cl)c(C(=O)OCC(=O)Nc2nc(-c3ccc(Br)cc3)cs2)n1,i,i,i,i,i,i,i,i,i,i,i
CCC(C)(C(=O)NC1CCCCC1)N(C(=O)CNC(=O)c1ccccc1)c1c(C)n(C)n(-c2ccccc2)c1=O (configuration not stated),i,i,i,i,i,i,i,i,i,i,i
CCOC(=O)c1sc(NC(=O)C(C)Sc2nc(N)cc(=O)[nH]2)nc1C (configuration not stated),i,i,i,i,i,i,i,i,i,i,i
CCc1ccc(/C=N/Nc2ncnc3nc[nH]c23)cc1,i,i,i,i,i,i,i,i,i,i,i
Cc1ccc(CNCc2ccc3c(c2)OCO3)c(C)c1,i,i,i,i,i,i,i,i,i,i,i
CCC(CC)NC(=O)CO/N=C/c1ccccc1OC(F)F,i,i,i,i,i,i,i,i,i,i,i
CCOc1ccc(N(CC(=O)OC)S(=O)(=O)c2c(C)noc2C)cc1,i,i,i,i,i,i,i,i,i,i,i

# Screening results (PubChem)
